SUMO1 PPI mod – SUMO1-SIM interaction modulation | inhibition, % at 20 µM | AID 602429 | actives 0.33% (n = 360,000) | P63165 | SUMO1 binding to a labelled peptide, TR-FRET, 1 h; in the data active = inhibition above about 37%
Target sequence (P63165 whole entry, looked up): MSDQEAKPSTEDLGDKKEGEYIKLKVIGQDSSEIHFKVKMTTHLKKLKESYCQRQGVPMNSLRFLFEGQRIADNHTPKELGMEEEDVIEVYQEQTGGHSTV
DNMT1 inh – DNMT1 (human) enzyme inhibition. AID 588458. P26358. inhibition (reported as % activation of signal), % at 10 µM. actives 0.83% (n = 360,000). DNMT1 molecular beacon, Hinp1I cleavage, fluorescence; in the data active = inhibition above about 50%
Scp1 inh – inhibitors of human Scp-1 phosphatase. Q9GZU7. Recombinant Scp1, phosphopeptide, malachite green phosphate absorbance. inhibition, % at 20 µM. actives 0.88% (n = 340,000);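 active = inhibition above about 50% at 20 µM, limit read from the data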;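 also: plate controls were DMSO wells with enzyme for no effect and wells lacking enzyme for full effect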
Target sequence (Q9GZU7 76-261 limits assumed): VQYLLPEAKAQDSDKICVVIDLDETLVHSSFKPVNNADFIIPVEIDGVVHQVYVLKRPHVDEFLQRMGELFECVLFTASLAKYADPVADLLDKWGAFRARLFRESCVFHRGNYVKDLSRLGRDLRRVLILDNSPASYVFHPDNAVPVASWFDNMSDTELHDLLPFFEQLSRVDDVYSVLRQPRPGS
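Test system: SCP-1 catalytic domain; Buffer or medium: Acidic Tris acetate buffer with magnesium and detergent; Also added: Phosphorylated 17-residue peptide substrate; Compound: single 20 µM dose, 1% DMSO; Schedule: enzyme reaction 45 min at room temperature, colour 5 min, stabilisation 30 min; Signal: Phosphate-binding colour reagent, absorbance read at 630 nm.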
STEP inh – inhibitors of human striatal-enriched phosphatase STEP | actives 0.25% (n = 360,000) | inhibition, % at 20 µM | AID 588621 | P54829 | recombinant STEP, OMFP fluorogenic substrate, fluorescence;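 active = inhibition at 20 µM, scaled per plate between control wells, above about 37%, limit read from the data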;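 also: 0% = DMSO with enzyme and substrate and 100% = substrate only without enzyme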
Target sequence (P54829 whole entry, looked up): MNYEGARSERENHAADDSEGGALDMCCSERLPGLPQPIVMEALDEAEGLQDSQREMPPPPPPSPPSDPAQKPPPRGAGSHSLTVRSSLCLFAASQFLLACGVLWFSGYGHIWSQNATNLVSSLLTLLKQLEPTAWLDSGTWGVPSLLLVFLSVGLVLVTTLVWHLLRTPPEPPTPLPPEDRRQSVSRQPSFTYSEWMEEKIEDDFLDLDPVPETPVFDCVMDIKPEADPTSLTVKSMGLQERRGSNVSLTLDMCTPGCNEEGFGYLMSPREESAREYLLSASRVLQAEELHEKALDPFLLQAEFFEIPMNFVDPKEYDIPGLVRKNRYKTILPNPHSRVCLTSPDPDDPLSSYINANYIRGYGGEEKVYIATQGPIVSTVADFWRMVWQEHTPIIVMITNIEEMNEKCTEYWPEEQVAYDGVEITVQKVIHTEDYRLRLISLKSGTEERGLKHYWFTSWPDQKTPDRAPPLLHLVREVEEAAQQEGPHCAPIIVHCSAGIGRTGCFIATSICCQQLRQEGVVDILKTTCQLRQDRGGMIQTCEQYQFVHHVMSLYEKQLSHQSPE
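Assay system: isolated STEP enzyme / Timing: 20 min at room temperature, dark / Doses: 20 µM, 1% DMSO / Technique: fluorescence intensity, excitation 480 nm, emission 540 nm / Reagent: fluorogenic phosphatase substrate OMFP at 25 µM final / Measure: percent inhibition scaled to no-enzyme and uninhibited-enzyme controls, plate-pattern corrected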
MsrA inh – inhibits bovine methionine sulfoxide reductase A | purified bovine MsrA, absorbance read-out | inhibition, % at 15.5 µM | actives 0.75% (n = 360,000) | AID 651718; in the data active = inhibition above about 4.5%;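 also: 0% = vehicle wells with enzyme and 100% = reference inhibitor wells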
E coli Lon inh – inhibitors of E. coli Lon protease; P0A9M0; purified E. coli Lon protease, fluorescence polarization; inhibition, % at 7.94 µM; actives 0.42% (n = 360,000); AID 602123; in the data active = inhibition above about 13%, passing the limit was not always enough;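 also: 0% = enzyme with probe and DMSO and 100% = no enzyme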
NRP1-CendR mod – alters CendR peptide binding to human NRP-1. O14786. FAM-RPARPAR peptide binding to NRP-1, fluorescence polarization. inhibition, % at 25 µM. actives 0.85% (n = 360,000). AID 602438;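 active = inhibition or corrected inhibition above about 18%, plus a signal ratio from 0.5 to 1.5, limit read from the data, passing the limit was not always enough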; also: strong numbers were not always called active
MsrA act – bovine methionine sulfoxide reductase A activation | actives 0.3% (n = 360,000) | activation, % at 10.6 µM | purified bovine MsrA, absorbance read-out; in the data active = activation above about 7.5%;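 also: 0% = vehicle and 100% = reference activator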
Tb MetRS inh – blocks T. brucei methionyl-tRNA synthetase activity. inhibition, % at 11.9 µM. purified T. brucei MetRS, ATP depletion, Kinase-Glo luminescence. actives 0.4% (n = 360,000). AID 624268;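 active = inhibition above a per-plate cutoff of the control wells' mean inhibition plus 3 SD, cut at about 5.5% in these data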;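 also: 0% = DMSO wells median and 100% = median of wells with control inhibitor compound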
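System: purified T. brucei MetRS enzyme / Detection: Kinase-Glo luciferase luminescence reporting remaining unconsumed ATP / Medium: HEPES buffer with MgCl2, KCl, DTT, spermine, BSA, pyrophosphatase / Replication: singlicate, one well per compound / Evaluation: percent inhibition relative to median high and low control wells / Schedule: 2 h aminoacylation at 25 °C after 15 min preincubation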
LMPTP block – LMPTP (human) inhibition. P24666. recombinant LMPTP-A, OMFP fluorogenic substrate, fluorescence intensity. inhibition, % at 20 µM. actives 0.22% (n = 360,000). AID 651560;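 active = compounds that cut the enzyme signal by at least half of the control window in the single-dose screen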;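 also: plate controls were DMSO wells with enzyme plus substrate for no effect and substrate without enzyme for full effect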
Target sequence (P24666 whole entry, looked up): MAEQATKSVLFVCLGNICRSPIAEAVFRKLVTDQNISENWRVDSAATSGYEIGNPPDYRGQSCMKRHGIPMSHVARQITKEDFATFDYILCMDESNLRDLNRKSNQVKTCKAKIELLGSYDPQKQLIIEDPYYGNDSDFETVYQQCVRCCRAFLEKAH
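Test system: LMPTP-A phosphatase enzyme. Amount: LMPTP-A at 0.625 nM final in the reaction. Reagent: OMFP substrate, 400 µM final. Times: 50 min at room temperature. Signal: endpoint fluorescence intensity from OMFP dephosphorylation. Read-out basis: % inhibition. Benchmarks: no-enzyme and uninhibited controls.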
Starred values were filed as active, the others as inactive; x = not tested or not shown; & = joins results of further samples; ! = not active in a repeat. Not a hit list. About 4.3% of those tested had a hit in this group.

SMILES	SUMO1 PPI mod	DNMT1 inh	Scp1 inh	STEP inh	MsrA inh	E coli Lon inh	NRP1-CendR mod	MsrA act	Tb MetRS inh	LMPTP block
CC(=O)c1ccc(OC2(C)CCN(Cc3cccn3-c3nccs3)C2)cc1 (stereo unspecified)	0	0	x	-2	0.2	-1	4	1	-0.1	-3.0
Cc1ccc(S(=O)(=O)NC(=O)C2(C)CCN2C(=O)COc2ccc(Cl)cc2)nc1 (stereo unspecified)	-2	-1	x	0	-0.8	-5	-9	-1	-0.2	-1.0
O=C1OC(N2CCN(C(=O)C3CCCO3)CC2)c2ccccc21 (stereo unspecified)	-5	-3	-7	-2	-1.3	-11	6	-1	-0.2	-0.8
CCCCCN(CCCCC)C(=O)C(CCC(=O)O)NC(=O)c1ccc(Cl)c(Cl)c1 (stereo unspecified)	8	-3	34	-2	2.4	1	-4	0	-0.7	-1.3
Cc1ccc(S(=O)(=O)N/N=C/c2ccc(O)cc2O)cc1[N+](=O)[O-]	-7	7	1	-3	1.4	-8	2	-2	0.1	-0.4
CC1(C)CC2CN(C(=O)Cc3ccccc3)C(C)(C2)C1 (stereo unspecified)	0	3	5	1	-1.0	0	10	-1	-1.1	-1.7
CCCCc1n[nH]c2c1C(=O)CC(C)(C)C2	0	1	-4	-2	1.9	-2	-14	-1	-0.7	-0.2
CCN(c1ccccc1)S(=O)(=O)c1cccc(C(=O)N(C)CCOc2ccccc2)c1	-35	-18	-11	-3	0.2	-8	16	2	-0.4	-8.8
CC(=O)N(Cc1ccccc1)c1ccccc1C(=O)O	-1	1	-2	-1	-0.3	-6	6	-3	-0.4	-0.7
CCc1n(CC(O)COC2CCCCC2)c2ccccc2[n+]1C (stereo unspecified)	1	0	14	-3	-1.0	-6	9	-8	-0.8	1.4
COc1ccc(CNC(=O)c2nnn(-c3cccc(C(F)(F)F)c3)c2N)cc1	3	2	-4	0	0.3	10	-7	-11	-1.2	-0.3
COc1cccc(-c2c(-c3cc(OC)cc(OC)c3)n(C)c3ccc(-c4ccc(OC)nc4)cc23)c1	5	8	1	4	-0.7	-5	-6	-1	-0.1	2.2
CCC(C)(C)C1CCc2[nH]nc(C(=O)NCCN3CCOCC3)c2C1 (stereo unspecified)	9	5	-3	6	-0.4	8	8	-1	-0.1	0.2
COc1ccc(NC(=O)NNC(=O)c2ccc(-c3ccccc3)cc2)c(OC)c1	2	2	2	5	-0.5	-3	5	-1	-0.5	3.8
CC(=O)c1cc2c(cc1NC(=O)c1cc3nc(C(C)C)cc(C(F)(F)F)n3n1)OCO2	0	-1	-6	2	-0.6	-7	10	-8	-1.0	1.8
CCc1nc2ccc(C(=O)NCc3ccc(C)o3)cc2nc1CC	-8	-2	1	-2	2.8	15	5	2	-0.9	-0.7
CN(C)c1ccc(-c2ccnc3c2CC(C)(C(=O)NCC2CCOCC2)O3)cc1 (stereo unspecified)	-3	59*	x	-2	2.2	-7	3	-2	-0.3	-1.0
Cc1ccc(NNC(=O)c2cc(C(C)(C)C)nn2Cc2ccccc2)cc1	3	7	4	1	-1.4	-5	-2	-1	0.2	1.3
O=C(O)CCCC(=O)N1CCN(c2cccc(Cl)c2)CC1	-2	3	-7	2	-0.5	-5	-6	-1	-0.9	0.3
CC(=O)Nc1ccc(C(=O)OCC(=O)N2CCCC2)cc1	5	2	-9	1	-2.2	7	-2	-2	-0.7	-0.2
C/C(Cc1ccccc1)=N\NC(=O)CNC(=O)Cc1ccccc1	3	2	-4	-2	-0.4	1	5	0	-0.6	-2.1
CC1CCCCN1C(=O)COC(=O)c1ccc2c(c1)C(=O)N(Cc1ccco1)C2=O (stereo unspecified)	-28	4	3	-4	0.1	5	-4	-12	-0.7	0.7
COc1ccc(C2CC(c3ccccc3)=NN2C(=O)COC(=O)c2nc3nc(C)cc(C)n3n2)cc1 (stereo unspecified)	11	4	-5	1	0.8	7	-5	-2	0.3	6.0
O=C(c1ccc(Cl)c(Cl)c1)N1CCC(=O)N([C@H](COCc2ccccc2)Cc2ccccc2)CC1	-2	x	x	x	0.1	-1	9	-2	-0.3	3.5
COC(=O)c1sccc1NC(=O)CSCCc1ccccn1	-6	-1	-10	-2	0.2	-5	14	-14	-0.4	3.3

Another view of two compounds above:
compound: CCc1n(CC(O)COC2CCCCC2)c2ccccc2[n+]1C (stereo unspecified)
  SUMO1 PPI mod: 1
  DNMT1 inh: 0
  Scp1 inh: 14
  STEP inh: -3
  MsrA inh: -1.0
  E coli Lon inh: -6
  NRP1-CendR mod: 9
  MsrA act: -8
  Tb MetRS inh: -0.8
  LMPTP block: 1.4
compound: COc1ccc(CNC(=O)c2nnn(-c3cccc(C(F)(F)F)c3)c2N)cc1
  SUMO1 PPI mod: 3
  DNMT1 inh: 2
  Scp1 inh: -4
  STEP inh: 0
  MsrA inh: 0.3
  E coli Lon inh: 10
  NRP1-CendR mod: -7
  MsrA act: -11
  Tb MetRS inh: -1.2
  LMPTP block: -0.3

Remaining list, next part:
SMILES	SUMO1 PPI mod	DNMT1 inh	Scp1 inh	STEP inh	MsrA inh	E coli Lon inh	NRP1-CendR mod	MsrA act	Tb MetRS inh	LMPTP block
CCOC(=O)CSc1cc(C(F)(F)F)nc(-c2ccccn2)n1	-1	0	-9	-1	-0.1	-9	-19	-6	-1.0	-0.1
COc1cc(CCC(=O)OCC(=O)Nc2cccc(S(=O)(=O)N(C)C)c2)cc(OC)c1OC	-3	-2	-1	2	0.6	5	6	-5	-1.0	-1.0
Cc1cccc(-n2ncc3c2CCCC3NC(=O)C2(C(N)=O)CC2)c1C (stereo unspecified)	-2	1	-8	-1	0.5	-9	0	-6	0.3	-1.0
O=S(=O)(Cc1ccc(Cl)cc1)N1CCCCCC1	3	2	-10	0	-0.6	-3	-2	-1	-0.3	0.8
COc1cccc(-c2nc(CS(=O)(=O)CC(=O)NC3CC3)c(C)o2)c1	0	3	-3	-1	-0.3	-17	2	-3	-0.4	-1.2
Cc1oc(C(C)(C)C)cc1C(=O)N1CCN(C(c2ccccc2)c2ccccc2)CC1	4	1	4	-1	-0.9	-9	-4	-1	0.2	4.0
COCCN(C(=O)Cc1cccs1)c1nnc(-c2cccnc2)s1	3	-1	3	-3	0.2	0	-10	-1	-0.5	1.8
COc1ccc2nc(SCC(C)=O)c(C#N)cc2c1	-18	-4	-1	3	1.2	-7	134	-8	-0.8	0.2
OC(c1ccccc1)(c1ccccc1)C1CCN(CCCOc2cccc(OC(F)(F)F)c2)CC1	-15	x	x	x	0.6	4	-2	0	-0.5	5.0
Cc1ccc(S(=O)(=O)ON2C(=O)c3cccc4cccc(c34)C2=O)cc1	-32	8	-3	-1	-0.8	3	1	-3	-0.7	1.3
Cc1ccc(C(CNS(=O)(=O)c2ccccc2)N2CCN(C)CC2)cc1 (stereo unspecified)	-1	1	-6	-1	1.8	4	-1	-8	-0.5	-1.2
CCCn1c(SCC(=O)N2CCCC2=O)nc2ccccc2c1=O	3	3	1	-1	-0.3	8	-2	-2	-0.6	-1.2
Cc1cc(C)n2nc(SC(C)C(=O)N3CC(C)OC(C)C3)nc2n1 (stereo unspecified)	-19	-1	11	0	1.0	1	6	-9	-0.3	-1.3
CCCN(CCC)Cc1cc(=O)oc2cc(C)c(C)cc12	3	-1	x	2	0.0	-2	2	-3	0.3	0.3
COCCOc1nc2c(c(=O)n(C)c(=O)n2C)n1CCc1ccccc1	-4	5	-8	0	-0.1	7	-5	-4	0.0	0.5
CCOc1ccc(NC(=O)CCNS(=O)(=O)c2cccs2)cc1	4	1	-2	-2	-0.5	-6	10	-2	-0.7	-1.3
CC1NC(=O)NC1CCCCCC(=O)Nc1ccc(F)cc1 (stereo unspecified)	2	3	13	-2	-0.6	-5	0	-2	0.1	0.0
CCCNC(=O)c1cc(C2CCCCN2C(=O)c2ccc(OC)cc2)on1 (stereo unspecified)	1	2	x	-4	0.4	9	3	-4	-0.3	-1.8
CN(C)CCNC(=O)c1c(O)c2c([nH]c1=O)CCCC2	-2	2	-3	-2	0.6	-4	3	-4	-0.6	-0.3
O=S1(=O)N[C@@H](Cc2ccccc2)COc2cc(N3CCC[C@H]3CO)ccc21	4	x	x	x	-0.7	-1	0	-2	-0.4	-1.0
COc1cc(C2NC(=O)NC(C)=C2C(=O)OC2CCC(C)CC2)ccc1O (stereo unspecified)	9	0	-10	2	0.3	1	3	-5	0.5	-1.3
Cc1ccc(-c2ccc(/C=N/N3C(=O)C4C5C=CC(C6CC56)C4C3=O)o2)c([N+](=O)[O-])c1 (stereo unspecified)	-25	-9	-9	1	2.5	12	6	-14	-0.6	1.4
Cc1ccc(NC(=O)CN2CC(C)SC2=NC2CCCCC2)cc1 (stereo unspecified)	-5&-2	-3&0	79*!	-3&1	0.6&1.2	-5&13	-4&2	-9&-1	12*!	0.0&-1.5
Cc1ccnn1CC(=O)N/N=C/c1cn[nH]c1-c1ccccc1	3	-14	-5	-5	-0.9	7	12	-4	0.0	-0.5
COC(=O)CCC(=O)OC1(C)C(=O)C2=CN(c3ccc(OC)cc3)C(c3ccc(OC)cc3)=CC2=C(Br)C1=O (stereo unspecified)	-12	-10	-2	2	x	-4	5	-10	-0.6	18
Going on with the list.
SMILES	SUMO1 PPI mod	DNMT1 inh	Scp1 inh	STEP inh	MsrA inh	E coli Lon inh	NRP1-CendR mod	MsrA act	Tb MetRS inh	LMPTP block
Nc1nc(NCc2ccccc2)nc(Nc2ccc(F)cc2)c1[N+](=O)[O-]	6	9	0	-2	-0.7	4	11	-11	-0.8	0.7
CCN(CC)CCNC1=NCCn2c1cc1cc(OC)ccc12	-11	-4	2	4	0.8	5	9	0	0.0	-1.0
O=C(NCC1COc2ccccc2O1)c1c[nH]c2ccc(S(=O)(=O)N3CCOCC3)cc2c1=O (stereo unspecified)	0	-1	11	9	0.6	0	-6	1	-0.1	0.3
CN(CCc1ccccc1)C(=O)c1[nH]c(C(F)(F)F)nc1-c1ccccc1	8	-3	x	-1	-1.0	-4	2	-2	-0.2	-2.0
Cc1ccnc(SCc2cn3c(C)cccc3n2)n1	0	1	-2	-2	-0.9	-4	20*	-4	0.2	2.7
COc1ccc(-c2csc3ncn(-c4ccc(C)cc4)c(=O)c23)cc1OC	2	6	-16	2	-0.2	-1	-1	0	0.1	1.2
COc1ccc2c(c1)CCC(C)N2S(=O)(=O)c1ccc(C2CNC(=O)C2)cc1 (stereo unspecified)	-1	7	-3	-6	-0.6	0	-11	-13	-1.2	-3.2

Source: PubChem BioAssay
